Rin1-Abl PPI inh – inhibitors of human Rin1-Abl protein interaction | inhibition, % at 7.35 µM | TR-FRET Rin1/Abl binding, biochemical | actives 0.4% (n = 360,000) | AID 588664; in the data active = inhibition above about 5%, passing the limit was not always enough
FAS TE block – blocks the thioesterase domain of human fatty acid synthase | actives 0.67% (n = 360,000) | AID 602261 | recombinant FAS-TE, OMFH fluorogenic substrate, fluorescence endpoint | inhibition, % at 15 µM | P49327;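 active = compounds whose normalised, plate-corrected inhibition of enzyme fluorescence in the single-dose primary screen is 50% or more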;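 also: 0% = DMSO with enzyme and 100% = substrate without enzyme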
E coli Lon inh – E. coli protease La inhibition; actives 0.42% (n = 360,000); P0A9M0; purified E. coli Lon protease, fluorescence polarization; inhibition, % at 7.94 µM; in the data active = inhibition above about 13%, passing the limit was not always enough;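 also: 0% = enzyme with probe and DMSO and 100% = no enzyme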
SKN-1 block – blocks SKN-1 activity in C. elegans; C. elegans VP596 Pgst-4::GFP/RFP ratio, acrylamide-induced, 24 h; inhibition, % at 21.8 µM; actives 0.49% (n = 360,000); AID 624304;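 active = interference check ratio from 0.5 to 1.5 plus GFP to RFP signal ratio inhibition reaching or exceeding a fixed threshold, cut at about 30% in these data, passing the limit was not always enough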; also: some compounds called inactive have numbers as strong as hits
MsrA act – activates bovine MsrA enzyme; purified bovine MsrA, absorbance read-out; activation, % at 10.6 µM; actives 0.3% (n = 360,000); in the data active = activation above about 7.5%;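 also: 0% = vehicle and 100% = reference activator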
MLLE-PAM2 inh – blocks PAM2 peptide binding to the PABP1 MLLE domain; GST-MLLE / FITC-PAM2 fluorescence polarization; inhibition, % at 20 µM; actives 0.36% (n = 360,000); in the data active = inhibition above about 35%, passing the limit was not always enough;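 also: plate controls were DMSO wells with GST-MLLE for no effect and wells lacking GST-MLLE protein for full effect; some results filed as inactive read as strong as hits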
Neddyl block – cullin neddylation inhibition. P61081+Q13564. TR-FRET cullin neddylation, biochemical. calls only at 25 µM. actives 0.58% (n = 360,000); in the data active = inhibition above about 36%
Target sequence (P61081 whole entry, looked up): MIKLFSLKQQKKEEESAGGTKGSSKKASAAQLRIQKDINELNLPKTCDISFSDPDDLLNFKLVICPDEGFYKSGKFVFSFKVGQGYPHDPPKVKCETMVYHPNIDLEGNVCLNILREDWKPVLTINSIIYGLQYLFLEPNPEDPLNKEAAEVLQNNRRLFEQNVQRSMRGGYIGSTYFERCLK
Target sequence (Q13564 whole entry, looked up): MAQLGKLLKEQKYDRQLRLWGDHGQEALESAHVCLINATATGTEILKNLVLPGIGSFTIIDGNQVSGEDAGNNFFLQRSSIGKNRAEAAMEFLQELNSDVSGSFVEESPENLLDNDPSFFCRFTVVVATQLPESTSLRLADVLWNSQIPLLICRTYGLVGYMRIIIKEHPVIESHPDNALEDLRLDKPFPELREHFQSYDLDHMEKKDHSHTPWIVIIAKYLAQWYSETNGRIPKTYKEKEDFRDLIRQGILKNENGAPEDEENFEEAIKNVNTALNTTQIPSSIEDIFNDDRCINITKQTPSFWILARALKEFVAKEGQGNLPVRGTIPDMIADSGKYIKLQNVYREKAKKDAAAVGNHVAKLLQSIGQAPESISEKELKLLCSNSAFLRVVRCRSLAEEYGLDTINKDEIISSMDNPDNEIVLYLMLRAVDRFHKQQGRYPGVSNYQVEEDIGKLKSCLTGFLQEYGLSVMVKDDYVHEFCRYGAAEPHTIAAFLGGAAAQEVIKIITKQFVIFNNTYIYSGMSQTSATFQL
MT1-MMP act inh – blocks activation of human MT1-MMP; P50281; GFP/RFP ratio change, % at 20 µM; actives 0.061% (n = 360,000); AID 651647; HT1080 RFP-PRO-GFP cells, GFP/RFP ratio fluorescence, overnight; percent of plate control window, DMSO zero;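 active = GFP/RFP ratio change of at least 30% with cell ATP level not reduced by more than half and red fluorescence within 50% of control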; also: strong numbers were not always called active
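system = RFP-PRO-GFP reporter HT1080 cells | dosing = 20 µM single dose, 1% DMSO | timing = overnight cell settling, then overnight compound exposure, 37 °C, 5% CO2 | read-out basis = GFP/RFP fluorescence ratio | controls = DMSO and RFP-L50D-GFP cell wells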
CendR NRP1 mod – NRP-1/CendR interaction modulation | FAM-RPARPAR peptide binding to NRP-1, fluorescence polarization | AID 602438 | actives 0.85% (n = 360,000) | O14786 | inhibition, % at 25 µM;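 active = inhibition or corrected inhibition above about 18%, plus a signal ratio from 0.5 to 1.5, limit read from the data, passing the limit was not always enough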; also: strong numbers were not always called active
Starred values were filed as active, the others as inactive; i = inactive; & = joins results of further samples. An unsorted share of the library (roughly 4% active in at least one column).

no.	compound	Rin1-Abl PPI inh	FAS TE block	E coli Lon inh	SKN-1 block	MsrA act	MLLE-PAM2 inh	Neddyl block	MT1-MMP act inh	CendR NRP1 mod
1	CCOC(=O)C1CCCN(C(=O)c2ccc(NS(=O)(=O)c3ccc4[nH]c(=O)[nH]c4c3)cc2)C1 (centres undefined)	7	-7	-2	1	-11	8	i	-1	4
2	COc1ccc(-c2cnc3ncnn3c2N)cc1	-2	-8	7	9	-4	-9	i	1	-1
3	CC/C(O)=C1\C(=O)CCCC1=NCCc1c(C)[nH]c2ccc(C)cc12	-4	2	-10	9	-9	-10	i	-3	3
4	Cn1nc(C(C)(C)C)cc1N1C(=O)CCC1(C)C(=O)NC1CCCC1 (centres undefined)	4	-9	2	22	-3	4	i	-1	8
5	O=C(Cc1csc(N2CCOCC2)n1)N/N=C/c1ccc(F)cc1	-5	-6	-5	6	-7	7	i	-5	-13
6	C#CCn1c(=O)c2c(ncn2C)n(C)c1=O	-2	0	-4	-1	0	0	i	2	-9
7	COc1ccc(NC(=O)NCCCCc2ccccc2)cc1	-1	3	-10	9	-2	-10	i	0	5
8	Cc1cc(Br)ccc1OCCNCc1ccccc1	6	3	-14	-2	-7	-9	i	-1	-9
9	COc1ccc(N2CCN(CC(=O)NC(=O)NCc3ccco3)CC2)cc1	2	-7	-4	0	-3	1	i	2	0
10	Cc1noc(C)c1C(=O)OCC(=O)Nc1ccccc1SCC#N	-2	-10	-30	-1	-2	46	i	-25	-10
11	NC(=O)c1[nH]cnc1N	1&-2	1&-7	1&-5	17&1	0&-2	-2&6	i	6&0	5&10
12	CCC(C)C(NC(=O)C(C)NC(=O)CNC(=O)CNC(=O)OCc1ccccc1)C(=O)OC (centres undefined)	-1	-4	-7	-7	-2	2	i	4	-2
13	Cc1cccc(NC(=O)CC2c3ccccc3Oc3ccccc32)c1	1	-7	-9	3	-5	-5	i	2	7
14	OC(COc1ccc(CNCCc2ccccc2F)cc1)CN1CCCCC1 (centres undefined)	2	-9	-9	1	-8	5	i	0	-2
15	CCN=C1SC(CC(N)=O)C(=O)N1CC (centres undefined)	1	-2	8	3	-1	4	i	5	0
16	N#Cc1ccccc1S(=O)(=O)N1CCN(C(=O)C2CC(=O)N(c3ccc4c(c3)OCCO4)C2)CC1 (centres undefined)	4	-3	-13	-12	-3	-34	i	1	11
17	CCc1cc2ccccc2nc1Cl	-2	-4	0	-4	-4	6	i	-2	21
18	CCOC(=O)c1c(O)cc(OC)cc1CCc1ccccc1	0	24	-2	3	-2	-1	i	0	-4
19	C=CCn1c(-c2cccc(OC)c2)nc2nc3ccccc3nc21	-4	-5	4	3	-12	-1	i	-2	0
20	COC(=O)c1ccc2c(c1)NC(=O)C(N1CCCCC1)S2 (centres undefined)	-3	-5	3	3	-1	4	i	0	0
21	Cc1ccc(-c2cn(-c3ccccc3)c(SCC(=O)NC3CCS(=O)(=O)C3)n2)cc1C (centres undefined)	4	-3	1	-1	-4	-102	i	0	-3
22	O=C(N/N=C/c1ccncc1)c1ccc(-n2cccc2)cc1	0	1	-8	-1	0	7	i	9	6
23	COc1ccc(/C=C/C(=O)NC(=S)N2CCCCC2)cc1OC	0	-7	7	12	-8	-43	i	2	6
24	O=C(OC(C(=O)NC1CCCCC1)c1ccccc1)c1ccco1 (centres undefined)	1	-6	3	-10	-1	-8	i	3	7
25	O=C(CCCOc1ccccc1)N1CCN(c2ccccc2)CC1	-1	-6	2	1	-3	4	i	3	3
26	Cc1occc1-c1nnc(SCC(=O)Nc2ccc3c(c2)OCO3)n1CC1CCCO1 (centres undefined)	-1	2	7	13	-1	-1	i	3	24
27	CC1CCC/C(=C\c2ccc(O)cc2)C1=O (centres undefined)	-1	-2	1	-5	-3	4	i	-4	-6
28	CN1CCC(=NNC(=O)COc2ccc(Cl)cc2)CC1	2	-3	-1	-10	-2	6	i	3	-12
29	O=C(CN1C(=O)C(=O)N(C2CCCC2)C1=O)Nc1ccc([N+](=O)[O-])cc1	1	3	5	19	-4	12	i	3	-11
30	COc1ccc(NC(=S)N/N=C2/CCCc3c(C)cc(C)cc32)cc1	1	-11	0	9	-1	23	i	0	6
31	O=C(c1ccco1)N1CCN(C(c2cccs2)c2nnnn2C2CCCC2)CC1 (centres undefined)	1	-7	1	3	-3	-4	i	-1	-2
32	Cc1noc(C)c1COc1cccc(C(=O)NCc2ccccc2Cl)c1	-5	-2	9	7	-8	4	i	-1	-8
33	CCOc1ccc(NC(=O)COC(=O)CN2CCCCCC2=O)cc1	0	-8	-7	18	-3	1	i	2	3
34	c1ccc(-c2nnc(SCc3ccncc3)o2)cc1	-3	-5	-5	14	-6	7	i	5	-6
35	O=C(O)c1ccccc1N=Nc1c(O)[nH]c2ccc([N+](=O)[O-])cc12	4	-4	2	2	-1	8	i	0	-25
36	O=S(=O)(NCc1ccccc1)c1ccc(F)cc1Br	3	-4	-12	-5	-1	-2	i	-1	-9

Among those listed so far, these contain an NH in an aromatic ring.
no.	compound	Rin1-Abl PPI inh	FAS TE block	E coli Lon inh	SKN-1 block	MsrA act	MLLE-PAM2 inh	Neddyl block	MT1-MMP act inh	CendR NRP1 mod
1	CCOC(=O)C1CCCN(C(=O)c2ccc(NS(=O)(=O)c3ccc4[nH]c(=O)[nH]c4c3)cc2)C1 (centres undefined)	7	-7	-2	1	-11	8	i	-1	4
3	CC/C(O)=C1\C(=O)CCCC1=NCCc1c(C)[nH]c2ccc(C)cc12	-4	2	-10	9	-9	-10	i	-3	3
11	NC(=O)c1[nH]cnc1N	1&-2	1&-7	1&-5	17&1	0&-2	-2&6	i	6&0	5&10
35	O=C(O)c1ccccc1N=Nc1c(O)[nH]c2ccc([N+](=O)[O-])cc12	4	-4	2	2	-1	8	i	0	-25

Following part.
no.	compound	Rin1-Abl PPI inh	FAS TE block	E coli Lon inh	SKN-1 block	MsrA act	MLLE-PAM2 inh	Neddyl block	MT1-MMP act inh	CendR NRP1 mod
37	CCN(CC)S(=O)(=O)c1ccc(C(=O)NCCN(C)C)cc1	4	-8	1	-9	-2	3	i	2	5
38	CS(=O)(=O)N(CC(=O)Nc1ccccc1C(=O)N1CCCC1)c1ccccc1Br	1	-5	6	8	1	2	i	-2	5
39	COc1ccc(CC(=O)OC(C)C(=O)NCc2ccc3c(c2)OCO3)cc1OC (centres undefined)	-1	-8	-2	-2	-6	10	i	-2	9
40	CCCCCCOc1ccc(OCC(O)CN2C(=O)NC(C)(C)C2=O)cc1 (centres undefined)	2	-10	4	-7	-6	-14	i	14	3
41	Cc1occc1-c1nnc(SCC(=O)NCc2cccs2)n1-c1ccc(F)cc1	5	1	-7	2	-1	-8	i	-1	3
42	CCCNC(=O)N(C)C[C@@H]1Oc2ncc(-c3ccncc3)cc2C(=O)N([C@H](C)CO)C[C@@H]1C	-3	-6	-1	3	-3	-32	i	4	-4
43	COc1ccccc1CCc1nnc(N)s1	-1	-4	-6	10	-1	13	i	-2	12
44	Cc1ccc(N2CC(C(=O)NC3=NCCS3)CC2=O)cc1C (centres undefined)	-3	-11	-7	14	-4	-7	i	-1	0
45	COc1ccc(C(C)=O)cc1COc1ccc(F)cc1	0	10	-8	17	-3	4	i	4	13
46	CC1CCCN(CCCNC(=O)c2nn(C)c3c2CSc2ccccc2-3)C1 (centres undefined)	1	-3	-10	0	-2	11	i	8	-2
47	O=C(CSc1nnc2ccc(-c3cccnc3)nn12)Nc1ccc(F)cc1F	-4	-8	-3	-9	-8	-28	i	14	-4
48	Cc1ccc(C(C)C)c2c1C(c1ccc3c(c1)OCO3)CC(=O)O2 (centres undefined)	-3	22	1	25	-2	4	i	-1	1
49	CCOc1ccccc1CN1C(=O)c2ccccc2C1C(=O)NCC1CCCO1 (centres undefined)	-1	-9	-5	-9	-4	-13	i	0	-17
50	Cc1ccc(S(=O)(=O)NCC(=O)N(CC(=O)NCc2ccco2)Cc2ccccc2)cc1	3	0	-2	2	-4	7	i	1	0
51	ClCc1c2ccccc2cc2ccccc12	-1	11	-1	15	-1	6	i	-1	-3
52	CCN(CC)c1nc(N)nc(N(c2ccccc2)c2ccccc2)n1	-2	8	12	13	0	-5	i	-5	-3
53	N#CCSc1ccccc1NC(=O)COC(=O)C1CCN(C(=O)c2ccc(Cl)cc2)CC1	0	-6	-10	4	-1	14	i	2	-16
54	Cc1ccc(OCCNC(=O)CNC(=O)c2ccc3c(c2)OCO3)cc1	-2	-4	-5	-12	-2	1	i	0	-8
55	Cc1ccc(-c2nc(CS(=O)CC(=O)N3CCN(c4ccccc4)CC3)c(C)o2)cc1 (centres undefined)	-3	1	3	7	-1	-5	i	8	11
56	Clc1ccc(SCCCCN2CCOCC2)cc1	4	-6	5	8	2	11	i	-2	4
57	CSCC[C@H](NC(=O)C1CCN(S(=O)(=O)c2ccc(C)cc2)CC1)C(=O)NC1CCS(=O)(=O)C1 (some centres undefined)	0	-10	-5	5	-7	0	i	-4	2
58	O=C(c1cc(-c2ccc(Br)cc2)nc2ccccc12)N1CCC1	2	-2	-3	-14	-4	13	i	3	10
59	O=C(CNc1cccc(Br)c1)Nc1ccc(S(=O)(=O)N2CCCCC2)cc1	-1	26	2	-7	-1	-6	i	3	7
60	Cc1ccc(CNC(=O)C(CC(C)C)OC(=O)c2ccco2)cc1 (centres undefined)	3	10	6	-13	-8	-1	i	0	8
61	N#Cc1ccc(OCC(=O)OCC(=O)NC2CC2)cc1	0	-10	-4	-5	1	7	i	0	5
62	CSc1ccc(Cl)c(C(=O)Nc2nccs2)c1	0	3	10	16	-3	8	i	3	5
63	O=C(Nc1ccc2c(c1)OCCO2)c1ccc(S(=O)(=O)N2CCCCC2)cc1	-4	14	2	-12	-8	7	i	-3	9
64	CCOC(=O)Cn1nc(/C=C/c2ccc(OC)cc2)ccc1=O	-2	7	-7	5	-6	8	i	-1	7
65	Fc1ccc(OCc2nnc(-c3ccccc3Br)o2)c(Cl)c1	-1	18	-11	22	-1	-8	i	3	-4
66	Nc1nc(-c2ccc(Oc3ccccc3)cc2)cs1	0	13	2	44*	0	1	i	1	-4
67	CC(C(=O)N1CCN(Cc2ccc3c(c2)OCO3)CC1)n1cc([N+](=O)[O-])cn1 (centres undefined)	0	-2	-1	-9	-4	-4	i	5	7
